beta cell repl = induces beta-cell replication in MIN6 cells | proliferation, % at 10 µM | MIN6 cells proliferation, ATPlite luminescence, 48 h; cells starved in 0.2% serum; 100% = growth in 10% serum | AID 2380 | actives 0.29% (n = 330,000);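 active = compounds whose signal lies at least 3.5 SD above the mean of all wells on their plate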;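 note: 0% = DMSO-treated cells in low-serum medium and 100% = 10% serum control; some compounds called inactive have numbers as strong as hits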
hIAP activ = human IAP activation; P09923; purified human IAP, CDP-Star luminescence, 30 min; active compounds read high; 1 = vehicle-only enzyme, 0 = enzyme-free background; activation factor at 10 µM; actives 0.16% (n = 330,000);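 active = activation factor of the enzyme at least 2-fold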; note: the source names both 10 and 20 µM as test concentration; values of inactives mirror those of a sister screen read the other way
ATG4B inhibitor = blocks human ATG4B protease cleavage of LC3 substrate | ATG4B cleavage of LC3-PLA2, NBD-HPC fluorescence, 1 h | inhibition, % at 8.33 µM | actives 0.51% (n = 340,000); in the data active = inhibition above about 40%
Target sequence (Q9Y4P1 whole entry, looked up): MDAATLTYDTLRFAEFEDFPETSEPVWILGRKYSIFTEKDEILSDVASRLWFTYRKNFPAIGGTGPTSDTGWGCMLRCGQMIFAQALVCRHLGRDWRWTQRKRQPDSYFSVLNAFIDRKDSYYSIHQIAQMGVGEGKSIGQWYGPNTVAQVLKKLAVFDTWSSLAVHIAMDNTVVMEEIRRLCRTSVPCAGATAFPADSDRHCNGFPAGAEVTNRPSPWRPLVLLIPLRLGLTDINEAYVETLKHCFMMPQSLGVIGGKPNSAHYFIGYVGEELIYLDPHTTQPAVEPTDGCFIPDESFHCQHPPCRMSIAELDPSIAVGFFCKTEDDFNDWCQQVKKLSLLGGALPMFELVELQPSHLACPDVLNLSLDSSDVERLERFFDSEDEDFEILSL
mIAP activ = mouse IAP activation | activation factor at 10 µM | AID 2805 | actives 0.24% (n = 330,000) | muIAP, CDP-Star luminescence, 30 min; active compounds read high; 1 = vehicle-only enzyme signal, 0 = enzyme-free wells;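 active = activation factor of at least 2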; note: the source names both 10 and 20 µM as test concentration; values of inactives mirror those of a sister screen read the other way
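Assay system: mouse IAP enzyme; reagent: chemiluminescent substrate CDP-Star; dosing: test compounds delivered from DMSO solution; schedule: 30 min at room temperature; measured by: luminescence from enzymatic CDP-Star hydrolysis; controls: DMSO-only wells and no-enzyme negative control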
APOBEC3G inh = blocks human APOBEC3G single-stranded DNA deamination. Q9HC16. AID 493012. actives 0.28% (n = 330,000). inhibition, % at 20 µM. recombinant A3G, ssDNA deamination FAM/TAMRA fluorescence;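 active = inhibition of at least 40% at 20 µM, with no more than 30% in the related APOBEC3A deaminase screen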;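 note: plate controls were DMSO wells with A3G for no effect and wells lacking A3G enzyme for full effect; some compounds called inactive have numbers as strong as hits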
Target sequence (Q9HC16 whole entry, looked up): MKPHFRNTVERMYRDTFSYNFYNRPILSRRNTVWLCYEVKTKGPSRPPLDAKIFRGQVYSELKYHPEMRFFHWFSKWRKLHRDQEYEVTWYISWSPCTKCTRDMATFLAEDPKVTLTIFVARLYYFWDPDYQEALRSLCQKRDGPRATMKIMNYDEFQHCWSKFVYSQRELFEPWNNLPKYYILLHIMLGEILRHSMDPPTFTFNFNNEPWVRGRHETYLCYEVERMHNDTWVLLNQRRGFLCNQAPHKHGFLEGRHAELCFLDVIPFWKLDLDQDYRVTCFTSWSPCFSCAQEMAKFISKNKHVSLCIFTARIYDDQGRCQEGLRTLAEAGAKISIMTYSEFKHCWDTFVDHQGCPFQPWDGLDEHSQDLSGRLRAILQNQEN
hIAP block = human IAP inhibition; P09923; purified IAP, CDP-Star luminescence, 30 min; inhibition, % at 10 µM; actives 0.12% (n = 330,000); AID 2544;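 active = inhibition reaching a set limit with compound at 10 µM in the primary screen, cut at about 35% in these data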;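 note: plate controls were DMSO wells with enzyme for no effect and no-enzyme buffer wells for full effect; values of inactives mirror those of a sister screen read the other way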
mIAP block = blocks mouse intestinal alkaline phosphatase; purified mouse IAP, CDP-Star luminescence, 30 min; AID 2806; actives 0.2% (n = 330,000); inhibition, % at 10 µM;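 active = inhibition of at least 40% at 10 µM in the primary screen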;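 note: plate controls were DMSO with enzyme for no effect and no enzyme wells for full effect; values of inactives mirror those of a sister screen read the other way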
A3A deaminase = inhibitors of human APOBEC3A DNA deaminase; P31941; recombinant A3A, FAM/TAMRA ssDNA deamination fluorescence; inhibition, % at 20 µM; actives 0.41% (n = 330,000); AID 493011;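 active = at least 40% inhibition at 20 µM here, with at most 30% in a related deaminase screen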;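 note: plate controls were A3A with DMSO for no effect and wells lacking A3A enzyme for full effect; some results filed as inactive read as strong as hits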
MPTP inh = blocks calcium-induced mitochondrial swelling | inhibition, % at 10 µM | actives 1.4% (n = 360,000) | isolated mouse mitochondria, Ca2+ swelling absorbance, 30 min;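 active = inhibition of 50% or more, scaled per plate between neutral and stimulator controls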;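 note: 0% = DMSO wells given calcium and 100% = 1 mM EGTA wells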
An asterisk follows results filed as active.

no.	SMILES	beta cell repl	A3A deaminase	MPTP inh	mIAP activ	mIAP block
1	O=C(CSc1nccc(=O)[nH]1)c1ccccc1Br	-3	5	-2.7	1	-3
2	Cc1ccc(S(=O)(=O)N2[C@@H](c3ccc(Cl)cc3)C(C(=O)O)=CC[C@H]2c2ccc(Cl)cc2)cc1	-8	-1	1.8	0.93	7
3	CCc1nnc(NC(=O)CSc2nccn2-c2cccc(C)c2C)s1	-1	-6	2.3	1.1	-10
4	COc1cccc(OC)c1NC(=O)NC(=O)c1c(OC)c(Br)cc([N+](=O)[O-])c1OC	1	4	-0.2	1	-2
5	Cc1sc(-c2ccncc2)nc1OC(=O)c1cc(Cl)cc(Cl)c1	-5	1	-0.7	0.87	13
6	CN(C)c1nn(C(=O)Nc2cccc(C(F)(F)F)c2)cc1-c1ccccc1	-3	-1	90*	1.4	-39
7	O=C(Nc1ccc2oc(-c3cccc4ccccc34)nc2c1)c1ncn[nH]1	-3	0	-3.2	1	0
8	COc1ccc(N2C(=O)c3ccccc3NC23CCCC3)cc1	-1	-1	-1.0	1	-5
9	CC(=O)c1ccc(NC(=O)/C(=C\c2ccc(F)cc2)NC(=O)c2ccco2)cc1	0	-3	-2.5	1.1	-8
10	Nc1cc(-c2ccc(OC(F)(F)F)cc2)nn1-c1ccc(Cl)c(Cl)c1	-4	4	25	1	-4
11	COc1cc(-c2nc(-c3ccc(Br)o3)no2)cc(OC)c1OC	4	-3	-1.3	0.89	11
12	Cc1ccccc1NC(=O)c1cccc2nc3ccccc3nc12	3	-3	-3.4	0.81	19
13	CC(C)(C)c1cc(N2CCOCC2)n2ncc(-c3ccccc3)c2n1	-5	0	1.6	1	-4
14	CN(C)CCCN(C(=O)COc1ccccc1)c1nc2c(Cl)cccc2s1	1	2	0.8	1	-1
15	COc1ccc(COc2cc(-c3cccc(OC)c3)nc3ccc(NC(=O)C(C)C)cc23)cc1	-6	-5	0.3	1.1	-9

no.	ATG4B inhibitor	hIAP activ	hIAP block	APOBEC3G inh
1	-1	0.91	9	1
2	13	1.1	-7	11
3	-10	1.2	-16	-7
4	0	1.1	-6	3
5	-3	0.99	1	2
6	-3	1	-3	-5
7	-1	1.1	-9	0
8	3	1.1	-14	-3
9	2	0.88	12	-9
10	14	0.99	1	5
11	-12	0.86	14	-5
12	-3	0.89	11	-3
13	6	1.1	-7	-3
14	-13	0.9	10	-2
15	-18	1.2	-16	-7

(continued)
no.	SMILES	beta cell repl	A3A deaminase	MPTP inh	mIAP activ	mIAP block
16	CC(=O)Nc1ccc(S(=O)(=O)NC2CC(=O)N(c3ccc4c(c3)OCCO4)C2)cc1 (stereo not drawn)	5	-2	-0.3	0.91	9
17	Cc1cccc(C(=O)O/N=C2\CCSc3ccc(C)cc32)c1	-4	-1	0.5	1	0
18	COCc1cc(=O)n2[nH]c(C)c(-c3ccccc3)c2n1	-4	-5	1.4	1	-4
19	CCOC(=O)C1CCN(C2=NC(=O)/C(=C/c3ccc(O)cc3)S2)CC1	0	-2	0.0	0.89	12
20	C/C(=N\Nc1cccc2cccnc12)c1ccccn1	-6	2	1.6	0.9	10
21	CC(C)OC(=O)c1ccc(COC(=O)CNC(=O)c2ccco2)cc1	0	2	0.8	1	-3
22	COc1ccc(NC(=O)CN(C)C(=O)Cn2c(=O)oc3ccccc32)cc1	4	8	0.3	1	-4
23	O=C(O)CCNS(=O)(=O)c1cccc2nsnc12	-1	-2	-3.3	1	-1
24	O=C(Nc1ccc(Br)cc1F)C1CCCO1 (stereo not drawn)	-2	1	-2.3	1	-5
25	COc1ccc(C(=O)NC(NC(=S)Nc2ccc(S(N)(=O)=O)cc2)C(Cl)(Cl)Cl)cc1 (stereo not drawn)	-3	2	2.8	1.3	-32
26	O=C1CCCN1CC(=O)N1CCCC(N2CCN(c3cccc(Cl)c3)CC2)C1 (stereo not drawn)	3	1	-0.3	1.1	-9
27	O=C(CSc1n[nH]c(-c2cccnc2)n1)Nc1ccc(Cl)cc1	-2	-1	1.2	0.91	9
28	CCNc1nc(NC(C)(C)C)nc(Oc2ccc(=O)n(-c3ccccc3)n2)n1	1	0	1.2	0.96	4
29	CCN(CC)CC#CCC1(O)c2ccccc2-c2ccccc21	0	-1	0.4	1.1	-6
30	CC(C(=O)NCc1cccs1)N1C(=O)c2ccccc2C1=O (stereo not drawn)	-4	1	-0.3	1.1	-7

no.	ATG4B inhibitor	hIAP activ	hIAP block	APOBEC3G inh
16	-1	0.94	6	-4
17	15	1	-2	-5
18	9	1.1	-14	-6
19	0	0.85	15	-6
20	-7	2.1*	-106	1
21	-13	1	-2	-4
22	6	1.1	-8	-6
23	1	0.91	9	-4
24	-4	1.1	-14	0
25	-14	1	-2	2
26	2	1.2	-15	3
27	-8	0.93	7	-3
28	-12	0.96	4	-4
29	1	1.2	-22	-12
30	-7	1.1	-9	2

Shown as a hit in MPTP inh, among the entries above:
| no. | mol | A3A deaminase | MPTP inh | mIAP activ | mIAP block | ATG4B inhibitor | hIAP activ | hIAP block | APOBEC3G inh |
| --- | --- | --- | --- | --- | --- | --- | --- | --- | --- |
| 6 | CN(C)c1nn(C(=O)Nc2cccc(C(F)(F)F)c2)cc1-c1ccccc1 | -1 | 90* | 1.4 | -39 | -3 | 1 | -3 | -5 |

The listing picks up, starting two compounds before the break.
no.	SMILES	beta cell repl	A3A deaminase	MPTP inh	mIAP activ	mIAP block
29	CCN(CC)CC#CCC1(O)c2ccccc2-c2ccccc21	0	-1	0.4	1.1	-6
30	CC(C(=O)NCc1cccs1)N1C(=O)c2ccccc2C1=O (stereo not drawn)	-4	1	-0.3	1.1	-7
31	Cc1ccc(NC(=O)OC(C)CNC(=O)Oc2cccc(C)c2)cc1 (stereo not drawn)	-4	4	-1.6	1.2	-23
32	CCOc1ccccc1CNC(=O)CCC(=O)N1Cc2ccccc2Oc2ncccc21	2	-4	-0.6	1.1	-5
33	Clc1ccc(-c2c[nH]c3ccccc23)nn1	-4	-1	-0.6	0.89	11
34	COC(=O)/C(=C(/F)Sc1cc(C)c(O)c(C)c1)C(F)(F)F	-7	7	-0.8	0.98	2
35	CC(=O)Nc1cccc2c1C(=O)N(c1ccc(C)cc1)C2=O	0	-6	-0.2	1.1	-8
36	Cc1ccc(S(=O)(=O)NCCC(=O)N2CCN(Cc3ccccc3)CC2)cc1	0	-5	1.0	1.1	-10
37	CC1(C(=O)NNC(=O)c2cccc([N+](=O)[O-])c2)CC1(Br)Br (stereo not drawn)	-1	1	-0.4	0.97	3
38	Cc1cc(OCC(=O)NC2CCN(C)CC2)ccc1[N+](=O)[O-]	2	3	-1.6	0.97	2
39	O=C(C1CCCN1S(=O)(=O)c1cccc2cccnc12)N1CCN(c2ccccc2)CC1 (stereo not drawn)	2	-4	-1.2	0.96	4
40	Cc1cccc(NCc2ccccc2)c1	0	2	-0.1	1	-2
41	COc1ccc(-c2nc3nc(C)c(Cc4ccccc4)c(=O)n3[nH]2)cc1	-2	4	11	1.2	-15
42	COc1ccccc1N1CCN(/N=C/c2ccc(O)cc2O)CC1	-3	-8	-1.9	1	-3
43	COc1ccc(-c2noc(CNS(=O)(=O)c3ccc(NC(C)=O)cc3)n2)cc1	4	-7	-1.2	1	0
44	CC(C)CN1C(=O)C(=O)N(CC(=O)Nc2cc(Cl)ccc2Oc2ccccc2)C1=O	1	1	-7.5	1.2	-16
45	O=C(Nc1ccccc1N1CCOCC1)c1csc2c1CCCC2	0	2	0.8	1	-2

no.	ATG4B inhibitor	hIAP activ	hIAP block	APOBEC3G inh
29	1	1.2	-22	-12
30	-7	1.1	-9	2
31	5	0.98	2	4
32	0	0.79	21	-6
33	2	1	-4	-8
34	1	1.1	-14	4
35	-7	0.99	1	-8
36	0	1.1	-11	-5
37	11	0.89	11	5
38	-2	1.2	-15	1
39	-7	0.77	23	-9
40	-7	0.9	10	-3
41	2	1.1	-11	0
42	-6	1.1	-6	-6
43	8	1.2	-16	-8
44	-12	1.1	-9	-2
45	-2	1	-2	1

Carrying on:
no.	SMILES	beta cell repl	A3A deaminase	MPTP inh	mIAP activ	mIAP block
46	O=C(Nc1ccc(F)cc1)c1cc2ccccc2o1	-3	0	3.3	1	-1
47	COc1ccc2oc(C(=O)Nc3ccccc3N3CCOCC3)c(C)c2c1	-3	10	1.1	0.97	3
48	c1cc2c(cnc3cscc32)s1	-2	-3	-0.8	0.79	21
49	O=C(OCCCCOC(=O)c1ccccc1)c1ccccc1	-2	-2	1.9	1	-4
50	CCN(CC(=O)NCc1ccc(Cl)cc1)C(=O)Cc1ccc(OC)cc1	-3	1	0.4	1.1	-11
51	Cn1nccc1C(=O)N1CCOCC1	-1	4	-0.8	1	-3
52	O=C(CSc1nnc(CNC(=O)c2ccco2)o1)Nc1ccccc1F	-3	-5	-1.9	0.83	17
53	COc1cccc(-c2cc3nc(-c4ccccc4)cc(N4CCCC(O)C4)n3n2)c1 (stereo not drawn)	-6	0	1.9	1.1	-7
54	CC(C)CN(C(=O)CCC1CCCCC1)c1c(N)n(CC(C)C)c(=O)[nH]c1=O	-2	2	-2.8	0.95	5
55	Cc1ccc2[nH]cc(CCNC(=O)c3ccc([N+](=O)[O-])cc3)c2c1	-1	-5	2.4	0.85	14
56	Cc1ccc(OCC(=O)Nc2ccc(NC(=O)c3ccccc3)c(C)c2)cc1	1	-3	-1.0	0.9	10

no.	ATG4B inhibitor	hIAP activ	hIAP block	APOBEC3G inh
46	-2	1.1	-8	1
47	0	1.2	-24	-5
48	5	1.3	-32	-8
49	-3	1.3	-29	-2
50	-12	1	-5	-5
51	7	1.2	-16	-2
52	-2	1.2	-18	-1
53	-25	0.96	4	5
54	-10	1	-2	-9
55	-5	1	0	-8
56	4	1.2	-24	-6

High-throughput results: PubChem, Sanford-Burnham Center for Chemical Genomics
